INS-1E GSIS act – GLuc luminescence reporter in INS-1E cells, primary screen for activators of glucose-dependent secretion of insulin | INS-1E GLuc reporter insulin secretion, 2-3 h | activation, % at 16.6 µM | hit rate 0.61% among 370,000;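 active = lowest replicate activation of at least 40%, so every replicate reaches that level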;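 note: 0% = median of neutral control wells and 100% = median of IBMX positive control wells; some compounds called inactive have numbers as strong as hits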
PAX8 inh HTS – inhibitors of PAX8-driven TPO luciferase reporter, primary screen, RMG-I cells, single concentration; AID 652154, 2013; SteadyGlo, 24 h; hit rate 1.2% among 360,000; inhibition, % at 12.6 µM;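 active = mean replicate inhibition at least 60% with every replicate also reaching 60%; inconclusive = only one of the two criteria is met; inactive = mean below 60% and not all replicates reaching 60%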;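 note: luciferase light reporting Pax8 driven TPO promoter activity; plate controls were median of neutral control wells for no effect and mitoxantrone controls for full effect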
EWS-Fli inh – EWS/Fli-driven NR0B1 reporter inhibitors, primary screen, A673 cells, NR0B1 luciferase, luminescence, MLPCN library | AID 651661, 2012 | inhibition, % at 12.6 µM | hit rate 0.67% among 350,000 | viability-normalised;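 active = mean inhibition of at least 50% after viability correction, with every replicate also passing that limit; inconclusive = mean reaches 50% but only one of two replicates passes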;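 note: firefly luciferase signal divided by Alamar Blue viability fluorescence both relative to DMSO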
FN deposition inh – inhibitors of fibronectin matrix deposition, primary screen, AH1F cells, Alexa488-fibronectin fluorescence, plate reader; AH1F fibroblasts, overnight; inhibition, % at 12.6 µM; hit rate 0.086% among 350,000;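 active = mean inhibition across replicates of 30% or more, regardless of how many single replicates reach that level; inconclusive = mean under 30% yet at least half of replicates reach 30%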;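 note: positive control wells lacked labelled fibronectin entirely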
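material = AH1F fibroblast monolayer depositing Alexa488-labelled fibronectin into matrix | amount = 10000 AH1F cells/well | buffer or medium = DMEM plus 2% serum, read in PBS | incubation = 1 h cell adhesion before compound, then overnight fibronectin incubation | detection = fluorescence at 485 nm excitation, 525 nm emission | evaluation = percent inhibition as loss of matrix-bound fibronectin fluorescence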
DENV2 CPE rescue – inhibitors of DENV2 cytopathic effect, primary screen, cell-based, plate reader, single concentration; DENV2-infected cells, cytopathic effect rescue; CPE inhibition, % at 9.99 µM; hit rate 1.7% among 350,000; AID 651640, 2012; in the data active = CPE inhibition above about 20%, passing the limit was not always enough; inconclusive = no clear call, values can overlap the other calls; tested in BHK-21 cells;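 note: 0% = median of neutral control wells and 100% = median of positive control wells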
F508del corr – F508del CFTR correction, initial screen, CFBE line, single point. activity (quench increase), % at 7.58 µM. hit rate 0.36% among 350,000. CFBE cells, YFP halide quenching; stimulated with forskolin plus potentiator P3; % fluorescence drop versus neutral controls;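 active = mean added fluorescence quench of at least 8% versus neutral control, with both replicates also reaching 8%; inconclusive = only one of the mean or replicate conditions met; inactive = mean below 8% and not both replicates reaching 8%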;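 note: cells transiently co-express mutant CFTR-F508del with the halide-sensitive YFP; corrector assay measuring rescue of mutant channel to the surface after 24 h compound exposure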
miR-122 sensor – miR-122 Renilla sensor signal increase in Huh7, primary screen, miR-122 inhibitor project, cell-based, single point, plate reader; Huh7 miR-122 Renilla luciferase sensor, 48 h; neutral wells = 0, positive control = 100; hit rate 0.3% among 340,000; activation (reporter increase), % at 12.5 µM;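 active = mean replicate activation score at least 90 and every replicate individually at or above 90; inconclusive = only one of the two criteria met; inactive = neither criterion met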;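 note: higher luciferase means less miR-122 activity so hits act as miR-122 inhibitors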
* hit, by the source's call; ? = inconclusive; . = not tested or not shown; [ ] = dose if it differs, or a comment.

SMILES	INS-1E GSIS act	PAX8 inh HTS	EWS-Fli inh	FN deposition inh	DENV2 CPE rescue	F508del corr	miR-122 sensor
CCCCC(=O)NC(=S)Nc1ccc(NC(=O)C(C)C)c(OC)c1	9	0	-7	3	6	2.2	.
C[C@]12C=CC(=O)C=C1CC[C@@H]1C2C(O)C[C@@]2(C)C1CC[C@]2(O)C(=O)COC(=O)CCC(=O)NC(CC(=O)O)C(=O)O (stereo partly drawn)	-27	14	6	-4	-9	3.0	8
CCCC(=O)Nc1ccc(-c2nc3ncccc3o2)cc1	18	-83	-85	-2	-1	2.1	-4
CCC(=O)NC(c1cccs1)c1cc(Cl)c2ccccc2c1O (stereo not drawn)	-38	18	12	-7	4	-0.7	1
CCOC(=O)c1sc(/N=C/c2ccc(O)cc2O)cc1C	-3	-40	.	2	.	.	.
C[C@H](CO)N1C[C@H](C)[C@@H](CN(C)C(=O)C2CCCCC2)OCCCC[C@H](C)Oc2ccc(NC(=O)c3ccncc3)cc2C1=O	3	13	10	.	.	-0.8	-5[16.7 µM]
COc1ccc(C(=O)Nc2cc(S(=O)(=O)N3CCCC3)ccc2Cl)cc1	-19	11	8	1	-6	0.9	38
CCOC(=O)c1c(NC(=O)COC(=O)c2ccc(Cl)nc2)sc(C(=O)N(C)C)c1C	2	0	-7	-4	6	-2.5	.
CC(C)C(NC(=O)c1ccccc1)C(=O)N1CCCCCC1 (stereo not drawn)	-3	0	-3	6	4	-3.3	0
Cc1noc(C)c1S(=O)(=O)N(C)C[C@H]1OCCCC[C@@H](C)Oc2ccc(NS(C)(=O)=O)cc2C(=O)N([C@@H](C)CO)C[C@@H]1C	-10	.	-10	.	4	0.5	5[16.7 µM]
Cc1cccc(C)c1NC(=O)CSc1nnc([C@H](C)NC(=O)OC(C)(C)C)o1	.	-18	.	-11	.	.	-7
CCc1cc2c(=O)n(CCCOC)c(SCC(=O)Nc3oc(C)c4c(C)n[nH]c(=O)c34)nc2s1	5	5	-5	-6	?	-0.7	-4
CN(C(=O)c1cccc(NC(=O)c2ccco2)c1)c1ccccc1	4	-3	6	1	0	-0.9	12
COc1cc(/C=C2\SC(=S)N(N(C)c3ccccc3)C2=O)ccc1O	7	-6	0	7	2	4.7	-4
CCC(=O)Nc1ccc2c(c1)C(=O)N(C)C[C@@H](OC)[C@@H](C)CN(CC1CC1)[C@@H](C)CO2	-10	-2	4	-23	4	0.5	.
COc1cc(OC)cc(C(=O)N[C@H](C(=O)OCC(=O)c2ccc(C)c([N+](=O)[O-])c2)C(C)C)c1	-11	-14	-6	-7	2	2.3	.
CC(C)C[C@H](CO)Nc1nc(Nc2cccc(Cl)c2)c2ncn(C(C)C)c2n1	.	9	-30	16	?	7.6	.
C[C@H](CO)N1C[C@H](C)[C@@H](CN(C)C(=O)Nc2ccc(F)cc2)Oc2c(NC(=O)NC3CCCCC3)cccc2C1=O	-8	-1	-7	.	-1	-0.7	11[16.7 µM]
COc1ccc2c(c1)-c1nc(/N=C/c3cccc(OC)c3O)sc1CC2	16	-7	.	2	.	.	-5
COc1cc([N+](=O)[O-])ccc1NC(=O)Cc1ccc(F)cc1	4	10	.	1	.	.	.
COC(=O)C1=C(C)N(Cc2cccc(C(F)(F)F)c2)C(=NCc2cc(OC)c(OC)c(OC)c2)NC1c1cccc(Cl)c1 (stereo not drawn)	25	7	13	-4	15	-2.1	.
COCc1c(C(=O)OCc2nc3ccsc3c(=O)[nH]2)oc2ccccc12	6	1	5	.	-7	-0.8	-2
Cc1sc2nc(C(C)C)oc(=O)c2c1C	.	11	.	-4	.	.	-1
Cn1c(CNS(=O)(=O)c2ccc(Cl)cc2)n[nH]c1=S	6	12	.	9	.	.	-17
Cc1nn(C)cc1NC(=O)C[C@H]1CC[C@H]2[C@@H](COc3ccc(NC(=O)C(C)C)cc3C(=O)N2C)O1	4	-8	7	-2	2	0.3	-4[16.7 µM]
CC(C)(C)NC(=O)COC(=O)/C=C/c1ccc(F)cc1	-1	23	8	-11	15	1.3	.
O=C(NCCC1CCCCN1S(=O)(=O)c1cccs1)C(=O)Nc1ccccc1F (stereo not drawn)	2	-41	4	2	15	-4.6	1
Cc1nc(C)n(C)c(=O)c1-c1ccccc1	11	6	-1	-2	-3	1.6	-3
C[C@@H]1CN([C@H](C)CO)C(=O)c2cccc(NC(=O)C3CCOCC3)c2O[C@H]1CN(C)CC1CCCCC1	11	8	-8	4	3	0.0	37[16.7 µM]
CN(c1ccccc1)S(=O)(=O)c1cccc(C(=O)OCC(=O)NCc2ccccc2)c1	-26	13	-3	.	-4	1.7	-1
CNC[C@H]1Oc2c(NC(=O)Nc3c(C)noc3C)cccc2C(=O)N([C@@H](C)CO)C[C@@H]1C	15	-10	-6	9	-12	-1.7	0[16.7 µM]
NC1=NC[C@H](Cc2ccccc2)N1CCc1cc(C(F)(F)F)cc(C(F)(F)F)c1	-6	20	-7	12	6	1.9	-7
COCCCNC(=O)c1c(N)n(-c2ccccc2)c2nc3ccccc3nc12	-4	16	4	9	?	-9.4	-4
C/C=C/c1cnc2c(c1)C(=O)N([C@H](C)CO)C[C@H](C)[C@H](CN(C)Cc1ccc3c(c1)OCO3)O2	5	-2	3	3	6	0.3	.
Cc1ccccc1CSc1n[nH]c(NS(=O)(=O)c2ccccc2)n1	.	-9	.	-2	.	.	10
CO[C@H]1CN(C)C(=O)c2ccc(NC(=O)Nc3c(C)noc3C)cc2OC[C@H](C)N(CCC(F)(F)F)C[C@@H]1C	-4	-39	-10	4	-5	-0.3	.
CCN(CC)CCCNC(=O)c1cn(C)c(=O)c2c1c1ccccc1n2C	-4	10	-5	-4	4	1.9	.
CCN(CC)C(=O)CC(c1ccc(F)cc1)c1ccc(OC)cc1 (stereo not drawn)	12	-4	.	-2	.	.	.
COc1ccc(NC(=O)C(NC(=O)c2ccc(C)cc2)c2ccccc2)cc1 (stereo not drawn)	9	-6	-34	-1	-10	0.9	-5
COc1ccc(OCCSc2nnc(C)n2-c2ccccc2)cc1	-14	11	.	2	.	.	14
Cc1cccc(C)c1NC(=O)Nc1nc(CN(C)C)cs1	13	5	-3	4	4	3.6	0
O=C(C[C@@H]1C=C[C@@H](NC(=O)Nc2cc(F)ccc2F)[C@@H](CO)O1)NCc1ccccn1	-4	4	4	.	-1	-2.7	.
CCN(CC(=O)Nc1ccccc1OC)Cc1csc(CC(=O)Nc2ccc(C)cc2)n1	.	27	12	-5	-3	2.7	1
Nc1nc(SCC(=O)Nc2ccc(OCc3ccccc3)cc2)n[nH]1	2	-93	-59	-5	-3	0.8	-2
Cc1cc(C)cc(Cn2cc(CN3CC(N(C)C)CS3(=O)=O)nn2)c1 (stereo not drawn)	17	5	-3	-1	13	2.5	.
O=C(CN1C(=O)NC2(CCCCCC2)C1=O)NCc1ccccc1Cl	-10	-8	3	8	0	-0.9	3
C[C@H](CO)N1C[C@H](C)[C@@H](CN(C)CC2CC2)Oc2ccc(NS(=O)(=O)c3ccc(F)cc3)cc2CC1=O	0	18	3	1	2	0.8	3[16.7 µM]
Cc1ccc(S(=O)(=O)N(C)C[C@H]2Oc3ccc(NC(=O)CCCCCC(=O)Nc4ccccc4N)cc3CC(=O)N([C@@H](C)CO)C[C@H]2C)cc1	6	-8	14	.	0	-1.6	-3[16.7 µM]
COc1cc(C(F)(F)F)c(C(=O)N(C)Cc2ccc(Cl)c(Cl)c2)cn1	-25	8	-11	-1	-11	2.8	2
C/C(=N\NC(=O)c1cc(C)nc2ccccc12)c1ccncc1	2	1	.	.	15	0.6	-2
CCCCN1CC(COCc2ccccc2)Oc2cccc(F)c2S1(=O)=O (stereo not drawn)	-8	10	-3	0	-2	-1.6	3
O=C(C[C@@H]1C=C[C@H](NC(=O)Nc2cccc(F)c2)[C@@H](CO)O1)NCC1CC1	-7	-11	-2	-16	-3	-1.9	.
CCCN(C)C[C@H]1OCCCC[C@H](C)Oc2ccc(NS(=O)(=O)c3cccs3)cc2C(=O)N([C@@H](C)CO)C[C@H]1C	3	-20	6	.	-14	-3.3	.
COC(=O)c1cc(-c2ccc(C)o2)nc2ccccc12	8	-17	.	-15	.	.	.
CC(=O)N(C)C[C@H]1Oc2ncc(C#Cc3ccccc3F)cc2C(=O)N([C@@H](C)CO)C[C@H]1C	16	.	-10	-1	8	1.5	-7[16.7 µM]
O=C1NC(=O)N(Cc2ccccc2F)C1=O	2	-20	-6	-6	-7	-0.2	0
O=C(NCc1ccncc1)C(=O)N/N=C/c1cccnc1	17	7	7	-7	2	2.5	1
C[C@@H]1CN([C@H](C)CO)S(=O)(=O)c2ccc(C3=CCCC3)cc2O[C@@H]1CN(C)S(=O)(=O)c1cn(C)cn1	-3	-4	-16	1	2	-2.3	3[16.7 µM]
O=C(CCN1C(=O)S/C(=C/c2ccccc2)C1=O)Nc1ccc(O)c(C(=O)O)c1	-4	-6	.	-22	?	0.4	-9
CCCn1c(SCC(=O)Nc2cc(S(=O)(=O)N3CCOCC3)ccc2Cl)n[nH]c1=O	-2	0	4	-1	7	0.2	-1
Continuation:
SMILES	INS-1E GSIS act	PAX8 inh HTS	EWS-Fli inh	FN deposition inh	DENV2 CPE rescue	F508del corr	miR-122 sensor
CCOC(=O)C1(CC2CCCCO2)CCN(Cc2ccccc2-c2ccco2)CC1 (stereo not drawn)	-16	11	3	-11	-5	-3.0	0
O=S(=O)(Nc1ccc(Br)cc1)c1cccc2cccnc12	-26	0	-8	1	2	0.9	.
COc1ccc(C(=O)NC2CCN(CC(=O)Nc3c(C)cccc3C)CC2)cc1OC	12	16	1	-8	-5	3.1	-5
CC12CCC(=O)N1C(C(=O)NCCN1C(=O)S/C(=C\c3ccccc3Cl)C1=O)CS2 (stereo not drawn)	.	-4	-9	-7	13	-0.8	-6
Cc1ccc(N2C(=O)c3cccc4c(Oc5ccccc5[N+](=O)[O-])ccc(c34)C2=O)c(C)c1	-21	20	.	3	.	.	.
CCc1nc(SCc2ccccc2C)n[nH]1	.	-34	-26	-4	32*	.	10
CCCCC(=O)Nc1ccc(C(=O)c2ccccc2)cc1	-26	-82	-44	5	-4	-4.2	1
CC(=O)c1cnn(-c2c(Cl)cc(Cl)cc2Cl)c1C	.	-2	1	3	-3	-1.0	-1
C[C@H]1CCCCO[C@H](CN(C)S(=O)(=O)c2ccc(F)cc2)[C@@H](C)CN([C@@H](C)CO)C(=O)c2cc(NS(=O)(=O)c3ccc(F)cc3)ccc2O1	-9	15	6	-5	1	3.8	11[16.7 µM]
O=C(Cc1cccs1)N/N=C/C=C/c1ccccc1[N+](=O)[O-]	1	-34	-75	2	10	-3.4	4
COc1ccc(S(=O)(=O)N(C)C[C@H]2Oc3ccc(NC(=O)Nc4ccc(C(F)(F)F)cc4)cc3CC(=O)N([C@@H](C)CO)C[C@H]2C)cc1	-6	18	-19	.	1	-1.0	1[16.7 µM]
CCC(=O)N1CC2(C1)[C@H](c1ccc(-c3cccc(C)c3)cc1)[C@@H](CO)N2S(C)(=O)=O	0	3	-3	3	7	1.6	.
COc1ccc(NC(=O)c2cccnc2N2CCCC2)cc1	.	.	6	.	-1	-1.1	0
CCOC(=O)N1CCN(CCC(=O)Nc2cc(OC)ccc2OC)CC1	.	12	2	6	-1	-0.7	-9
CCC(C)(C)n1nnnc1C(c1ccc(C)cc1)N1CCC(C)CC1 (stereo not drawn)	.	-1	.	-3	.	.	?
